Screening data from PubChem BioAssay.
Epigenetic reg: Quantitative High-Throughput Screen for Regulators of Epigenetic Control. murine LDR cells, GFP reporter derepression, 30 h. Potency, µM (titrated, usually from 53.9 µM), for inactives: top-dose GFP activation, hits mostly activators. 280,000 tested, 0.2% active; further: % of control where 0% means no effect; nearly all actives have a fitted effect of over 60% in size
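Murine LDR cells bearing a silenced CMV-driven GFP reporter were exposed to compound for 30 h at 37 C. After PBS washes, GFP-positive cells (20-120 um objects) counted by laser-scanning microplate cytometry.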
aGlu spleen mod: qHTS Assay for Inhibitors and Activators of Human alpha-Glucosidase From Spleen Homogenate; Lysosomal alpha-glucosidase (Homo sapiens), P10253; human spleen homogenate, 4-MU-alpha-glucoside fluorescence; Potency, µM (top dose mostly 79.9 µM), for the others: at the highest dose activity change, negative = inhibition, hits mostly inhibitors; 240,000 tested, 0.006% active;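 further: 0% = enzyme with vehicle and -100% = no enzyme basal signal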
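Human spleen homogenate (1 ug) incubated with compounds and 1 mM 4-methylumbelliferyl-alpha-D-glucopyranoside in pH 5.0 citrate/phosphate buffer, 37 C, 40 min. Stopped at pH 10; 4-MU fluorescence (Ex 365/Em 440 nm); AC50 by Hill fit.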
NPSR antag: qHTS Assay for Antagonists of the Neuropeptide S Receptor: cAMP Signal Transduction; Q6W5P4; Potency, µM (series often up to 38.3 µM), for the others: at the top dose activity change, negative = inhibition, usual class: inhibitors; CHO-NPSR cells, cAMP TR-FRET, antagonist mode; 220,000 tested, 1% active; AID 1461, 2008; further: on the % scale 0 is the no-effect control and ±100 the full control effect; nearly all actives have a fitted effect of over 50% in size; many of its hits are not listed in these tables
Target sequence (Q6W5P4 whole entry, looked up): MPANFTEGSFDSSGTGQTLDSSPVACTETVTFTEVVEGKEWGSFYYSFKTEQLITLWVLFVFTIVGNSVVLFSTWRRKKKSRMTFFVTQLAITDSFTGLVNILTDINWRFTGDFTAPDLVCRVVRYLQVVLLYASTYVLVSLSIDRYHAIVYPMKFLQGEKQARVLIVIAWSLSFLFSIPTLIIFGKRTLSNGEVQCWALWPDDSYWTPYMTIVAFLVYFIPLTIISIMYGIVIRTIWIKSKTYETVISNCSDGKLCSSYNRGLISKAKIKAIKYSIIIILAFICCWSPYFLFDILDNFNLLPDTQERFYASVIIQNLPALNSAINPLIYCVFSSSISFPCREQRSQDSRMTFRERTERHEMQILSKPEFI
ALDH1A1 block: qHTS Assay for Inhibitors of Aldehyde Dehydrogenase 1 (ALDH1A1). Aldehyde dehydrogenase 1A1 (Homo sapiens), P00352. Purified ALDH1A1, NADH fluorescence, propionaldehyde substrate. Potency, µM (doses to about 75.3 µM), for inactives: at the highest dose activity, negative = inhibition, most hits filed as inhibitors. 220,000 tested, 7.3% active; active means well fitted inhibition curve with a large enough effect, not every such curve was filed as active; inconclusive means small, poorly fitted or top-dose-only effect, or another doubt; inactive means no such curve, though single readings can be large or run the other way;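 further: plate controls were no enzyme wells and a reference inhibitor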
GAA inh: qHTS Assay for Inhibitors of Human alpha-Glucosidase as a Potential Chaperone Treatment of Pompe Disease | 200,000 tested, 0.005% active | purified human GAA, 4-MU-alpha-glucoside fluorescence | Lysosomal alpha-glucosidase (Homo sapiens), P10253 | Potency, µM (highest dose often 76.9 µM), without a hit: at the highest dose activity change, negative = inhibition, most hits filed as inhibitors;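 further: plate controls were uninhibited enzyme wells for no effect and no-enzyme background for full effect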
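Read-out is 4-methylumbelliferone fluorescence (Ex 365/Em 440 nm) after NaOH/glycine stop at pH 10. Enzyme 4 nM, substrate 400 uM, pH 5.0 citrate buffer, 20 min room temperature; AC50 from Hill-equation concentration-response.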
aGal spleen mod: qHTS Assay for Inhibitors and Activators of Human alpha-Galactosidase From Spleen Homogenate; Alpha-galactosidase A (Homo sapiens), P06280; human spleen homogenate, 4MU-alpha-Gal fluorescence, 40 min; Potency, µM (highest dose often 80 µM), inactives show at the top dose activity change, negative = inhibition, most hits filed as inhibitors; 240,000 tested, 0.008% active; AID 2107, 2009;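 further: 0% = enzyme with vehicle and -100% = no enzyme basal signal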
Target sequence (P06280 32-429 limits assumed): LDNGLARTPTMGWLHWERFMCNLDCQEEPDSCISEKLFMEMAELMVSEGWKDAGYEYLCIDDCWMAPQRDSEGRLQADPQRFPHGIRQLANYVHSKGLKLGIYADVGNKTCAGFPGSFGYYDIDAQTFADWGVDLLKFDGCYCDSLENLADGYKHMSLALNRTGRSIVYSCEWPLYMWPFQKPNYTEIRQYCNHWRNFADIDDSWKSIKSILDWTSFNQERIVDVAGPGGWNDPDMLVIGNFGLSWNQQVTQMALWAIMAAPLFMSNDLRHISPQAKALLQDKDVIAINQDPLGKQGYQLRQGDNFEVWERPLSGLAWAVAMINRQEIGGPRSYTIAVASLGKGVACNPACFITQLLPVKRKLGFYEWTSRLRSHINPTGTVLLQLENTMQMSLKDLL
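Inhibition or activation of alpha-galactosidase in human spleen homogenate is scored by 4-MU fluorescence after 40 min at 37C, pH 5.0, with 1 mM substrate. AC50s come from concentration-response fitted to the Hill equation.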
Tau fluor cs: Counterscreen qHTS for Inhibitors of Tau Fibril Formation, Fluorescence Polarization | Potency, µM (doses to about 57.7 µM), inactives show top-dose activity change, negative = decrease | 280,000 tested, 0.93% active | tau K18 P301L Alexa594 fluorescence, heparin fibrillization; further: on the % scale 0 is the no-effect control and ±100 the full control effect; nearly all actives have a fitted effect of over 55% in size
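Human tau K18 P301L (15 uM unlabeled, 0.24 uM Alexa 594-labeled) in 100 mM sodium acetate pH 7 with 20 uM heparin, 6 hr at 37 C. ThT 30 uM added, 1 hr ambient; Alexa 594 FP and total fluorescence read at 555/632 nm.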
GAA glycogen mod: qHTS Assay for Inhibitors and Activators of Human alpha-Glucosidase Cleavage of Glycogen; recombinant GAA, glycogen substrate, Amplex Red glucose oxidase fluorescence; Potency, µM (doses to about 76.4 µM), without a hit: top-dose activity change, negative = inhibition, actives largely listed as inhibitors; 300,000 tested, 0.38% active;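 further: 0% = full enzyme reaction and -100% = no-enzyme basal signal; the screen sought inhibitors and activators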
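Natural-substrate format: glycogen cleavage by 4 nM human enzyme, glucose read by Amplex Red coupling (Ex 573, Em 610 nm). Normalized to enzyme and no-enzyme controls.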
The depositor's hits bear a star; ? = inconclusive; . = not tested or not shown; & = joins results of further samples; [ ] = another dose, or the depositor's remark. Unless noted, the call rests on the fitted dose curve; in most records, active means well fitted curve in the direction sought with a large enough effect; inconclusive means small, poorly fitted or top-dose-only effect, or another doubt; inactive means no such curve, though single readings can be large; an effect the other way counts as inactive or inconclusive. Potency means the concentration at half of the fitted maximal effect.

The opening three compounds, to show the layout:
SMILES | Epigenetic reg | aGlu spleen mod | NPSR antag | ALDH1A1 block | GAA inh | aGal spleen mod | Tau fluor cs | GAA glycogen mod
CN1N=C(/C=C/c2ccccc2)CCC1=O | 0.9% | -5% | -2% | 1% | 4% | -9% | 3% | 5%
Cc1ccc(NC(=O)CSc2nc(=O)cc(N)n2-c2ccccc2)cc1 | -1.0%&0.0% | -2% | -5%[46.1 µM] | 5% | -7% | 5% | -3%&-10% | -12%[76.3 µM]
Cc1ccc(CNC(=O)CO/N=C/c2ccc(C(C)(C)C)cc2)cc1 | 3.3% | -6% | -17% | 8% | 1% | -3% | -10% | 0%

The list itself (from the top)
SMILES | Epigenetic reg | aGlu spleen mod | NPSR antag | ALDH1A1 block | GAA inh | aGal spleen mod | Tau fluor cs | GAA glycogen mod
CN1N=C(/C=C/c2ccccc2)CCC1=O | 0.9% | -5% | -2% | 1% | 4% | -9% | 3% | 5%
Cc1ccc(NC(=O)CSc2nc(=O)cc(N)n2-c2ccccc2)cc1 | -1.0%&0.0% | -2% | -5%[46.1 µM] | 5% | -7% | 5% | -3%&-10% | -12%[76.3 µM]
Cc1ccc(CNC(=O)CO/N=C/c2ccc(C(C)(C)C)cc2)cc1 | 3.3% | -6% | -17% | 8% | 1% | -3% | -10% | 0%
O=C1Cn2c(nc3ccccc32)-c2ccccc2N1 | 0.8% | -6% | 9%[46.1 µM] | -4% | 1% | -17% | -6% | 1%
C/C(=C1/SC(N2CCCC2)=NC1=O)c1ccc(Br)cc1 | 0.0% | 3% | -21%[46.1 µM] | ? | -7% | 5% | 3% | -2%
CC(C)CCNC(=O)CN(C(=O)CCC(=O)Nc1ccccn1)c1ccc2c(c1)OCO2 | 0.1% | -3% | -6%[46.1 µM] | -13% | -11% | -8% | -4% | -7%
O=C(COC(=O)c1ccccc1Br)Nc1ccccc1F | -5.3% | 5% | -9% | ? | ? | 7% | -11% | -1%
C(=N\Nc1ncnc2sc3c(c12)CCC3)/c1ccncc1 | 0.8% | -11% | -10%[46.1 µM] | ? | -4% | -15% | -24% | -6%
COC(=O)CCC(C)C1CCC2C3C(O)C[C@@H]4CC(O)CC[C@@]4(C)C3CC(O)[C@]12C (stereo partly specified) | -0.1% | 4% | . | 13% | . | 12% | -3% | .
Cc1ccc(S(=O)(=O)Oc2ccc(/C=N/NC(=O)c3nn(C)cc3Cl)cc2)cc1 | 0.8% | -1% | -28%[46.1 µM] | ? | ? | 3% | -29% | -4%
COc1cc2nc(C3CCC3)n(NC(=O)C3CCCC(OC)C3)c(=O)c2cc1OC (stereo unspecified) | -1.0% | 0% | -3%[46.1 µM] | 1% | 1% | -8% | 4% | -14%
CCCC12CN(C(=O)c3ccc(OC)cc3)CC(C)(CN(C(=O)c3ccc(OC)cc3)C1)C2=O | -2.1% | -4% | -4%[46.1 µM] | -3% | -6% | -4% | 0% | -10%
O=c1nc(N2CCCCC2)nc(Nc2ccccc2)[nH]1 | -1.2% | -7% | -16%[46.1 µM] | -8% | 1% | -7% | -5% | -2%
COc1ccccc1C(=O)Nc1cccc(N(C)S(C)(=O)=O)c1 | 0.0% | 3% | 4%[46.1 µM] | -4% | 5% | 6% | 2% | 5%
COc1cccc(C2=CC(c3ccccc3)n3ncnc3N2)c1 (stereo unspecified) | 1.1% | -6% | -5%[46.1 µM] | ? | -1% | 6% | -7% | -6%
N#Cc1ccc(Cl)cc1NC(=O)COC(=O)[C@H](CCC(N)=O)NC(=O)c1ccc(F)cc1 | 0.2% | 1% | 3% | -24% | 0% | 1% | -6% | -4%
CN(C)C(=N)c1n[nH]nc1SCc1ccc(Cl)c(Cl)c1 | 2.4% | 3% | -9% | 1% | -17% | -5% | -2% | 5%
Cc1cc(C)c(C(=O)CSc2nnc(C)c(=O)[nH]2)cc1C | 0.2% | 3% | 0% | -8% | 7% | 3% | -1% | 2%
Cc1ccc(N=C(c2cccs2)N2CCOCC2)cc1 | 6.1% | -6% | -11%[46.1 µM] | 5% | -5% | -4% | -7% | 2%
O=C(Nc1ccc(S(=O)(=O)Nc2ncccn2)cc1)c1cccc(S(=O)(=O)N2CCOCC2)c1 | 3.0% | -10% | -17% | 0% | 4%[15.4 µM] | -7% | 10% | -9%
CCCC1=C(C(=O)OCC)C(c2ccc(O)cc2)n2ncnc2N1 (stereo unspecified) | -2.1% | -7% | 1%[46.1 µM] | 14% | -6% | -4% | 2% | 3%
Cn1c(=O)c2ncn(CC(=O)Nc3ccc4c5c(cccc35)CC4)c2n(C)c1=O | 1.7% | -10% | -4%[46.1 µM] | -9% | 2% | -1% | -13% | -1%
O=c1[nH]c2cc3c(cc2cc1CN(Cc1nnnn1C1CCCC1)C1CCCC1)OCCO3 | -1.8% | 3% | ? | ? | 2% | 8% | -10% | 11%
COc1ccc(Cn2c(C)nc([N+](=O)[O-])c2SCC(=O)O)cc1[N+](=O)[O-] | 1.0% | 2% | -42% | 11% | 6% | 6% | 2% | 3%
O=C(CNS(=O)(=O)c1cccc(Cl)c1)OCc1csc(-c2ccccc2)n1 | -0.1% | -2% | 9% | -11% | 0% | -9% | -23% | 4%
SMILES | Epigenetic reg | aGlu spleen mod | NPSR antag | ALDH1A1 block | GAA inh | aGal spleen mod | Tau fluor cs | GAA glycogen mod
O=C(c1cc(=O)[nH]c2ccccc12)N1CCN(c2ccc([N+](=O)[O-])cc2)CC1 | 0.8% | 5% | 5% | 3µM* | 2%[15.4 µM] | 10% | -9% | -1%
Cc1nc2c(C#N)cnn2c2c1CCN2CC1CCCO1 (stereo unspecified) | 3.5% | -2% | 1% | -5% | 1% | -9% | 13% | -2%
CC(=O)CCOC1CCCCO1 (stereo unspecified) | 1.1% | 2% | . | 9% | . | 6% | -2% | .
Fc1ccc(-c2n[nH]c(=S)n2-c2ccc3c(c2)OCCO3)cc1 | 1.1% | 3% | 23% | 7% | ? | 6% | -2% | 7%
COc1ccc(Cl)cc1NC(=O)CCn1cnc2ccccc2c1=O | 0.0% | 9% | -17%[46.1 µM] | ? | -1% | 6% | -3% | -15%
O=C(NCc1cccnc1)c1noc2c1CCCCC2 | 0.9% | 1% | 6%[46.1 µM] | 0% | -1% | 8% | -4% | -5%
COc1ccc(CCNC(=O)C2CC(c3ccc([N+](=O)[O-])cc3)=NO2)cc1 (stereo unspecified) | -1.1% | 3% | -13%[46.1 µM] | 4% | -1% | 8% | -23% | 3%
c1ccc(-c2onc3cc4c(cc23)OCCO4)cc1 | 0.0% | -21% | -10%[46.1 µM] | ? | -2% | 3% | -25% | 0%
Cc1ccc(C)c(N2CCN(C(=O)CC3Sc4ccccc4NC3=O)CC2)c1 (stereo unspecified) | 2.2% | -1% | ? | 1% | -9% | -12% | -16% | -9%
Cc1ccc(-n2ncc3c(=O)n(-c4ccc(C)c(C)c4)c(C)nc32)cc1 | 1.1% | 0% | ? | -5% | 0% | -4% | -8% | 2%
N#CC1=C(N)SC(N)=C(C#N)C1c1c(Cl)cccc1Cl | -0.3% | 4% | 2%[46.1 µM] | 22µM* | -9% | -1% | -18% | ?
S=C(Nc1ccccc1)N1CCN(c2ccccn2)CC1 | -5.0% | -3% | 2% | -1% | 3% | 7% | -13% | -7%
COCCCNC(=O)CN(CCc1ccccc1)S(=O)(=O)c1ccccc1 | 0.5% | 3% | 0% | -7% | -1% | -1% | -7% | -2%
COCCNC(=O)/C(C#N)=C\c1ccc(CNC(=O)C(=O)Nc2ccc(C)c(C)c2)o1 | 0.0% | -2% | -7% | 1% | ? | -1% | 0% | -15%
COc1ccc(OC)c(S(=O)(=O)N2CCC(C(=O)NCc3ccccc3OC)CC2)c1 | 0.0% | 1% | -34%[46.1 µM] | ? | -11% | -11% | -3% | -5%
Cc1cc(C)c(NC(=O)c2cnn(C)c2)c(C)c1 | 10.0% | 2% | 13% | 10% | -5% | 1% | 6% | -2%
Cc1c(C)c2ccc(OCC(=O)N3CCOCC3)c(C)c2oc1=O | -1.1% | 4% | 15% | ? | 0% | 6% | -6% | 3%
CCOC(=O)N1CCN(C(=O)c2ccc(OC)c(OC)c2)CC1 | 0.9% | -6% | -12%[46.1 µM] | 19% | -13% | 4% | 4% | 15%
Cn1cccc1CC(=O)N/N=C\c1cccs1 | 4.9% | -1% | 5%[46.1 µM] | -9% | -3% | 3% | -11% | -11%
CCOC(=O)N1CCN(CC(O)COC2CC(C)CC(C)(C)C2)CC1 (stereo unspecified) | -1.0% | -4% | 4%[46.1 µM] | 6% | -10% | -3% | -4% | 2%
COc1ccccc1COC(=O)Nc1c(C)nn(C)c1Cl | -1.1% | -7% | 4%[46.1 µM] | 6% | 2% | -9% | -7% | 3%
COc1cccc(C2CC(c3ccccc3C)n3nc(N)nc3N2)c1 (stereo unspecified) | -0.8% | -3% | -14%[46.1 µM] | 11% | -2% | 3% | -2% | 6%
CC(C(=O)N/N=C/c1ccc(N(C)C)c(Br)c1)N(c1ccccc1)S(C)(=O)=O (stereo unspecified) | -2.3% | -6% | -14%[46.1 µM] | 0% | -2% | -5% | -15% | -14%
O=C(N/N=C/c1ccc(O)c([N+](=O)[O-])c1)C1CC1(c1ccccc1)c1ccccc1 (stereo unspecified) | 1.6% | -9% | ? | 2% | -5% | -1% | ? | 6%
CCN1C(=O)/C(=C\c2cn(CCC#N)nc2-c2ccc(F)cc2)SC1=S | 12% | 2% | -41% | -4% | -7% | 2% | ? | 7%
COc1ccccc1N1CCN(C(=O)CN(c2ccc(C)c(C)c2)S(C)(=O)=O)CC1 | 8.8% | 2% | -9%[46.1 µM] | 6% | ? | 10% | -12% | -9%
COC(=O)[C@@]1(Cc2ccc(F)cc2)[C@H]2c3cc(C(=O)N(C)C)n(CCc4c[nH]c5ccc(OC)cc45)c3C[C@H]2CN1C(=O)c1ccccc1 | -4.8% | -6% | . | -9% | . | 2% | -16% | .
CC1(c2ccc3noc(-c4cccc(F)c4)c3c2)OCCO1 | 6.9% | -5% | -10% | -2% | 0% | -8% | -6% | 2%
COc1ccc(C(=O)Nc2cc(=O)[nH]c3ncnn23)cc1 | -1.3% | -2% | 29% | ? | -6% | 7% | -4% | 1%

These rows are one share of the data, so the mix of outcomes need not match the whole.
